Compound activity from PubChem.
PMI activator – increases human mannose-6-phosphate isomerase activity. activation factor at 20 µM. P34949. 190,000 compounds, 0.005% hits. purified human PMI, coupled resazurin fluorescence, 20 min; active compounds read high; 1 = vehicle control, 0 substrate-free wells. AID 1214;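 active = activation factor of 2 or more at 20 µM, relative to plate controls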
TNAP inh noacc – inhibitors of human TNAP without phosphate acceptor; purified TNAP, CDP-star luminescence, 30 min; inhibition, % at 20 µM; 200,000 compounds, 0.26% hits; AID 1012;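 active = tissue-nonspecific alkaline phosphatase inhibition above about 50% at 20 µM in the single-dose screen, limit read from the data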;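 note: 0% = DMSO negative control and 100% = EDTA positive control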
Target sequence (P05186 whole entry, looked up): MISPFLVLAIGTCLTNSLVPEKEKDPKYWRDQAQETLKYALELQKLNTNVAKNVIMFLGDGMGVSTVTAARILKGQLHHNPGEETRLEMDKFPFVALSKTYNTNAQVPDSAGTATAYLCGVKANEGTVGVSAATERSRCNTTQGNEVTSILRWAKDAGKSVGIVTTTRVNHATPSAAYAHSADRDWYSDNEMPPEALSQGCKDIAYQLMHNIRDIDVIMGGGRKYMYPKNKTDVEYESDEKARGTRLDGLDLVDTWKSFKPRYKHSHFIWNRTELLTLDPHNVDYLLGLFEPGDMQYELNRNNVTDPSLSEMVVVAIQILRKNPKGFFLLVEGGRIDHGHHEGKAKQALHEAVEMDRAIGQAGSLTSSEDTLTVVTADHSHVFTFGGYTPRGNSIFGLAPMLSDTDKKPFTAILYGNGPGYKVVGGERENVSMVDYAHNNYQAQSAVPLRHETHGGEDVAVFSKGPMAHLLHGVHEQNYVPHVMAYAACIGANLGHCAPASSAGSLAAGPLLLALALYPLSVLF
Diaphorase inh – inhibits diaphorase or chemically oxidizes, flagging diaphorase assay artifacts; diaphorase resazurin-to-resorufin fluorescence, NADH, 16 min; bacterial (C. kluyveri) enzyme, not human; inhibition, % at 20 µM; 190,000 compounds, 0.69% hits; AID 1217;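 active = primary screen inhibition at 20 µM above a set limit, cut at about 50% in these data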;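 note: plate controls were DMSO with full reaction for no effect and wells lacking NADH for full effect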
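System: Bacterial diaphorase enzyme (C. kluyveri) | Incubation: 16-min room-temperature incubation before reading | Benchmarks: No-NADH positive control and DMSO neutral control | Measured by: Resorufin fluorescence 544/590 nm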
TNAP act hi DEA – activators of human TNAP at high phosphate acceptor concentration. P05186. purified TNAP, CDP-star luminescence, 1 M DEA, 30 min; active compounds read high; 0 = EDTA background, 1 = DMSO-only activity. activation factor at 20 µM. 200,000 tested, under 10 active;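 active = activation factor at least 2 at 20 µM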
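Dosing: 20 µM single point. System: human TNAP. Amount: TNAP 1/800 final. Incubation: 30 min, room temperature. Read-out: TNAP activation factor scaled between EDTA and DMSO control wells. Signal: luminescence from CDP-star hydrolysis. Medium: 1 M DEA, pH 9.8, Mg2+, Zn2+. Control set: EDTA negative control, DMSO positive control.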
G6PDH CS – L. mesenteroides G6PDH inhibition counter-screen. Purified L. mesenteroides G6PDH, diaphorase/resazurin coupled fluorescence, 45 min. 200,000 compounds, 0.12% hits. inhibition, % at 5 µM; in the data active = inhibition above about 50%
Diaphorase act – activates diaphorase or chemically reduces, flagging diaphorase assay artifacts; AID 1229; 190,000 compounds, 0.005% hits; activation factor at 20 µM; Diaphorase/resazurin coupled assay, resorufin fluorescence, 16 min; active compounds read high; 1 = vehicle wells, 0 = NADH-free wells;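 active = diaphorase activity raised at least twofold by the compound at 20 µM; inactive = activation factor below 2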
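Assay system: Purified diaphorase enzyme from Clostridium kluyveri | Amount: Enzyme 0.07 U/mL final | Dosing: Compound 20 µM once, DMSO 1% | Timing: 16 min reaction at room temperature | Detection: Fluorescence, excitation 544 nm and emission 590 nm | Evaluation: Higher resorufin formation from activation or reduction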
PMI act hi M6P – increases human PMI activity with near-saturating mannose 6-phosphate; activation factor at 20 µM; coupled PMI enzyme assay, resazurin fluorescence, 20 min; active compounds read high; 1 = untreated enzyme, 0 = substrate-free blank; 190,000 compounds, 0.34% hits;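 active = activation factor of 2 or more at 20 µM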
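Material: human phosphomannose isomerase with PGI, G6PDH, diaphorase coupling enzymes; amount: PMI at 15 ng/mL final; also added: Mannose-6-phosphate 1.0 mM (near-saturating) plus 0.22 mM NADP+; incubation: enzyme reaction with compound 20 min at room temperature; signal: resorufin fluorescence (Ex 544/Em 590 nm) from resazurin via diaphorase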
Efa HMGR inh – E. faecalis class II HMG-CoA reductase inhibition; inhibition, % at 10 µM; purified E. faecalis HMGR, NADPH absorbance 340 nm kinetic; 190,000 compounds, 0.41% hits;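 active = inhibition above a set limit, the median over all tested compounds plus 3 SD, cut at about 9.5% in these data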;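 note: enzyme runs in reverse so mevalonate oxidation gives rising NADPH absorbance; 0% = complete reaction with DMSO and 100% = background rate lacking mevalonate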
FLuc act counter – firefly luciferase counter-screen for stimulation assays; 200,000 tested, under 10 active; P08659; AID 1027; activation factor at 10 µM; ATPlite luciferase biochemical, luminescence, 10 min; 0 = ATP-free wells, 1 = DMSO control;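 active = luciferase activation factor, scaled between plate controls, of at least 2 with compound at 10 µM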
Target sequence (P08659 whole entry, looked up): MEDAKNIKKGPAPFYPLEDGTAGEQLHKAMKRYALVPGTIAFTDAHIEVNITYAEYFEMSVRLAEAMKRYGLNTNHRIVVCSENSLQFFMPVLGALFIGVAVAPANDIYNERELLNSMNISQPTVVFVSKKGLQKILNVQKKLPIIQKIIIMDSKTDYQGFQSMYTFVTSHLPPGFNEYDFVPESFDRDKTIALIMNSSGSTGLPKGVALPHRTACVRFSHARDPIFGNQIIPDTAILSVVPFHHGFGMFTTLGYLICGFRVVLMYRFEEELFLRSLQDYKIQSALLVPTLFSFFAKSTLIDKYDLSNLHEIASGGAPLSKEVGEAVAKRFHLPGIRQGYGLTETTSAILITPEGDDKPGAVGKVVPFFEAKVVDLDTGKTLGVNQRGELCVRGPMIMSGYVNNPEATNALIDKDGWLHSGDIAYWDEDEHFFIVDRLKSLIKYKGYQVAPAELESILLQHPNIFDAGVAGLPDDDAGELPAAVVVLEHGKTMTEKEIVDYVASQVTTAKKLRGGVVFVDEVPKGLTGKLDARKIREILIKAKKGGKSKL
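test system = cell-free luciferase reagent | medium = PBS as buffer for the ATP substrate | dosing = test compounds dosed from 2 mM stocks in 100% DMSO | incubation = 10 min at ambient temperature | detection = luminescence measurement of luciferase light output | benchmarks = low control with PBS replacing ATP, high control enzyme plus ATP without compound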
TNAP inh hi DEA – TNAP (human) inhibition, high acceptor; purified TNAP, CDP-star luminescence, 1 M DEA; P05186; AID 1135; 200,000 compounds, 0.03% hits; inhibition, % at 20 µM;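 active = over 50% inhibition of tissue-nonspecific alkaline phosphatase at 20 µM in the single-dose screen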;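 note: plate controls were DMSO wells for no effect and EDTA-quenched wells as full inhibition for full effect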
Active calls of the source: *.

canonical_smiles	PMI activator	TNAP inh noacc	Diaphorase inh	TNAP act hi DEA	G6PDH CS	Diaphorase act	PMI act hi M6P	Efa HMGR inh	FLuc act counter	TNAP inh hi DEA
CC(C)N1CCN(Cc2nc(-c3ccccc3)cs2)CC1CCO (configuration not stated)	0.8	-8	26	1.1	6	0.7	0.9	-2	1.1	-6
CCn1c(=O)cc(OCC(=O)NCCCN2CCC(C)CC2)c2ccccc21	1	-23	2	1	1	1	1	-1	1.1	-3
CCSc1ncc(Cl)c(C(=O)Nc2sc3c(c2C(=O)NCc2cccnc2)CCCC3)n1	0.9	-7	16	1	4	0.8	0.9	-2	1.1	-4
CCOC(=O)C1(Cc2ccccc2)CCCN(CCCn2cccn2)C1 (configuration not stated)	1	-10	16	1.1	7	0.8	1	-1	1.1	-5
CCC(=O)c1cn(CC(=O)NCc2cccnc2)c2ccccc12	1	-5	6	1	3	0.9	1	-8	1	3
O/N=C/c1ccccc1OCc1ccc(Cl)cc1	0.9	-7	18	1	-2	0.8	0.9	-2	1	-4
Nc1c(Cl)ncnc1NCCO	1	-9	7	1	12	0.9	1	-8	1.1	-4
O=C(Nc1ccncc1)C1CCN(S(=O)(=O)c2cccs2)CC1	1.1	-3	6	1	8	0.9	1	-3	1.1	-4
CCOc1ccccc1OCCCOc1ccc(C)cc1Br	0.8	-4	23	1	1	0.8	0.8	-6	1	-2
CCOc1ccc(NC(=O)N2CC=C(n3c(=O)[nH]c4ccccc43)CC2)cc1	1	2	-5	1	5	1.1	0.9	-5	1	-2
Cc1ccc(NC(=O)CC2S/C(=N/N=C/c3c[nH]c4ccccc34)NC2=O)cc1 (configuration not stated)	0.9	-2	12	1.1	-16	0.9	1	-4	1	-6
Cc1noc(C)c1CS(=O)(=O)Cc1ccc(Cl)cc1	1	-17	5	1.1	1	1	1	3	1.1	-6
CN(C(=O)c1cccc(C#N)c1)c1nnc(-c2cnccn2)s1	1	-4	-1	1	0	1	1	-2	1	0
NC(=O)c1ccc(NC(=O)CCCN2C(=O)c3ccccc3C2=O)cc1	1	-13	2	1.1	-1	1	1	-5	1.1	-6
COC(=O)CSc1nnc(SCc2ccccc2)s1	0.9	-17	17	1.1	2	0.8	1	-3	0.9	-8
NNc1ccccc1C(F)(F)F	2*	-26	6	1	-7	0.9	3.1*	-2	1	-3
Cc1cc(C)cc(-n2c(C)cc(/C=C3\C(=N)N4N=C(CC(C)C)SC4=NC3=O)c2C)c1	0.8	-9	12	1	5	0.9	1	-8	1.1	2
Cc1ccc(NC(=S)N2CCN(CCN3C(=O)c4cccc5cccc(c45)C3=O)CC2)cc1	1	-7	8	1	3	0.9	1.1	-2	1.1	-3
NC(=O)c1ccc[n+](Cc2ccccc2)c1	0.9	-12	8	1	30	0.9	0.9	-13	1	0
CCO[C@@H]1OC(C(=O)N2CCN(Cc3ccc4c(c3)OCO4)CC2)=C[C@H](c2ccc(Br)cc2)[C@H]1CCCO	0.9	-8	38	1.1	11	0.6	0.9	1	1.1	-8
Cc1cccc(NC(=O)c2cccc3c2-c2ccccc2C3=O)n1	1	-10	-2	1	4	1	1.1	0	1.1	-2
COc1cc2c(cc1NC(=O)COC(=O)c1ccc(C(C)(C)C)cc1)oc1ccccc12	0.9	-6	17	1	-5	0.8	0.9	-12	1.1	-2
COCCOC(=O)c1c(C)oc2ccc(OC(=O)c3cccs3)cc12	0.8	2	31	1.1	-1	0.7	0.8	-3	1	-5
C#CCOCCOCCOCCNc1nc(N2CCN(C(=O)[C@H]([C@@H](C)CC)n3cc([C@@H](N)CO)nn3)CC2)nc(N2CCN(C(=O)[C@H](CCCCN)n3cc([C@@H](N)C(C)CC)nn3)CC2)n1 (some centres not stated)	1.2	-4	-42	1.1	10	1.4	1.3	3	1.1	-6
CCc1cc(C(c2cccc(OC)c2)N2CCOCC2)c(NC(=O)c2ccccc2)s1 (configuration not stated)	0.9	-5	16	1	4	0.8	0.9	2	1	-2
CN(C)CCNC(=O)/C(=C/c1ccc(-c2cccc([N+](=O)[O-])c2)o1)NC(=O)c1ccccc1	1	-6	-2	1	0	1	1	-3	1.1	-3
NC(Cc1ccc(O)c([N+](=O)[O-])c1)C(=O)O (configuration not stated)	1	4	1	0.9	19	1	1	-2	1	9
O=C(O)[C@@H](c1ccccc1)N1Cc2ccccc2C1=O	1.3	16	-8	1.1	4	1.1	1.3	-11	1.1	-9
C#CCn1cc(C=C2C(=O)c3ccccc3C2=O)c2ccccc21	1	2	18	0.9	-26	0.8	0.9	-1	0.9	14
CNS(=O)(=O)c1cccc2cccnc12	1.1	-6	5	1	-2	1	1	-2	1	0

Entries above with two or more sulfur atoms:
canonical_smiles	PMI activator	TNAP inh noacc	Diaphorase inh	TNAP act hi DEA	G6PDH CS	Diaphorase act	PMI act hi M6P	Efa HMGR inh	FLuc act counter	TNAP inh hi DEA
CCSc1ncc(Cl)c(C(=O)Nc2sc3c(c2C(=O)NCc2cccnc2)CCCC3)n1	0.9	-7	16	1	4	0.8	0.9	-2	1.1	-4
O=C(Nc1ccncc1)C1CCN(S(=O)(=O)c2cccs2)CC1	1.1	-3	6	1	8	0.9	1	-3	1.1	-4
COC(=O)CSc1nnc(SCc2ccccc2)s1	0.9	-17	17	1.1	2	0.8	1	-3	0.9	-8

(cont.)
canonical_smiles	PMI activator	TNAP inh noacc	Diaphorase inh	TNAP act hi DEA	G6PDH CS	Diaphorase act	PMI act hi M6P	Efa HMGR inh	FLuc act counter	TNAP inh hi DEA
COc1ccc(/C=C(/C#N)C(=O)Nc2ccc(C)cc2C)cc1C(=O)O	1.2	-2	13	1	0	0.9	1.4	1	1	2
CC(C)NS(=O)(=O)c1ccc(CCC(=O)N2CCc3ccccc3C2)cc1	1.1	-11	4	1	2	1	1.1	-2	1	-2
O=C(CC1CCS(=O)(=O)C1)Nc1ccc[nH]c1=O (configuration not stated)	0.8	-5	24	1	31	0.8	0.8	5	1	-2
COc1ccc2cc(C3NC(=O)c4ccccc4N3)c(Cl)nc2c1 (configuration not stated)	1.1	-5	11	1	-3	0.9	0.9	19*	1	2
Cn1c(SCCCC(=O)c2ccc(F)cc2)nnc1-c1ccncc1	1.2	-3	-23	1.1	6	1.2	1.2	-2	1.1	-9
CCOC(=O)c1ccc(NC(=O)COc2ccccc2CNC2CCCC2)cc1	1	-33	-10	1.1	-10	1.1	1	0	1.1	-7
Cc1nnc(Nc2ccccn2)c2ccccc12	1.1	-12	-2	1	-3	1	1.1	2	1	-3
COc1ccc(CC(=O)O/N=C(\N)Cc2ccc(OC)c(OC)c2)cc1	0.9	-6	1	1	5	1	0.9	-2	1	-4
Cc1cccc(NC(=S)NCc2cccn2C)c1	1.1	26	3	1	5	1	1.1	0	1.1	-2
CCN(C(=O)CSc1nc2cc(Cl)ccc2c(=O)n1Cc1ccco1)C1CCS(=O)(=O)C1 (configuration not stated)	1	-11	25	1	-7	0.8	1	-7	1	-5
O=C1CSC(c2ccccn2)N1c1ccc(Cl)c(Cl)c1 (configuration not stated)	0.9	-14	2	1	8	1	1	-7	1	-2
COc1ccc(/C=C2\CCCC3C2=NN(C(=O)c2ccco2)C3c2ccc(OC)c(OC)c2)cc1OC (configuration not stated)	0.9	1	17	1	8	0.8	0.9	-8	1.1	-5
CSc1ncccc1-c1nc2ccccc2[nH]1	1.2	-8	4	1.1	10	1	1.3	-12	1	-7
COc1ccc(-n2c(Cc3cccn3C)nnc2SCC(=O)Nc2cccc(F)c2)cc1	0.9	-3	-2	1.1	5	1	1	-6	1	-5
O=C(Nc1ncc([N+](=O)[O-])s1)C1CCN(S(=O)(=O)c2cnc[nH]2)CC1	0.8	-1	17	0.9	-13	0.8	0.8	-1	1	7
CCOC(=O)N1CCC(NC(=O)c2cc(C(=O)Nc3ccc(S(=O)(=O)N4CCCCC4)cc3)ccc2CO)CC1	0.9	-6	21	1	15	0.8	0.8	2	1	-3
CC1CCN(C(=O)C2CCN(CCCc3ccccc3)CC2)CC1	1	-11	43	1.1	-3	0.6	1	-7	1	-9
NC(=O)c1ccc(NC(=O)COC(=O)C(Cc2ccccc2)NC(=O)c2ccccc2)cc1 (configuration not stated)	1	-4	15	1	8	0.8	1	-5	1.1	-2
Cc1nc2c(c(C)nn2-c2ccccc2)c(C)c1Cl	0.9	-12	9	1.1	-38	0.9	1	2	1.1	-5
COc1ccc(CN(Cc2cccnc2)S(=O)(=O)c2ccc(-n3cnnn3)c(C)c2)cc1OC	1	-15	32	1.1	-3	0.7	0.9	0	1	-9
O=C(NCc1cccnc1)c1ccc(-c2cccc(Cl)c2Cl)o1	1	-6	5	1	14	0.9	1	2	1.1	-4
CCCC(C)c1nnc(NC(=O)C2CCCO2)s1 (configuration not stated)	0.9	-6	1	1	33	1	0.9	2	1	-5
O=C(OCC(=O)c1c[nH]c2ccccc12)c1cc(Br)ccc1O	1.1	-6	3	1	-9	1	1	-2	1	-2
O=C(c1cccc(S(=O)(=O)N2CCc3ccccc3C2)c1)N1CCN(c2ccccc2)CC1	0.9	6	18	1	1	0.8	0.9	-1	1	0
CCc1nc2cc(CC(=O)O)ccc2o1	1	-6	1	1	-1	1	1	-4	1	0
CC(=O)Nc1ccc(S(=O)(=O)Nc2cc(C)ccn2)cc1	1.1	-16	10	1	0	0.9	1	-1	1.1	-3
COc1cccc(N(CC(=O)Nc2ccc3c(c2)OCO3)S(=O)(=O)c2ccccc2)c1	0.9	-13	18	0.9	0	0.8	0.9	-7	1.1	9
COc1ccc2[nH]cc(C(=O)N3CCCCC3)c(=O)c2c1	1.1	2	3	1	1	1	0.6	-4	1.1	-3

Part of the list above, as labelled records.
mol: COc1ccc2cc(C3NC(=O)c4ccccc4N3)c(Cl)nc2c1 (configuration not stated)
  PMI activator: 1.1	TNAP inh noacc: -5	Diaphorase inh: 11	TNAP act hi DEA: 1	G6PDH CS: -3	Diaphorase act: 0.9	PMI act hi M6P: 0.9	Efa HMGR inh: 19*	FLuc act counter: 1	TNAP inh hi DEA: 2
mol: Cn1c(SCCCC(=O)c2ccc(F)cc2)nnc1-c1ccncc1
  PMI activator: 1.2	TNAP inh noacc: -3	Diaphorase inh: -23	TNAP act hi DEA: 1.1	G6PDH CS: 6	Diaphorase act: 1.2	PMI act hi M6P: 1.2	Efa HMGR inh: -2	FLuc act counter: 1.1	TNAP inh hi DEA: -9
